TCR-CD3 inh: inhibitors of human TCR-CD3 interaction | TAMRA-labeled TCR probe fluorescence, biochemical | inhibition, % at 9.4 µM | 360,000 compounds, 0.37% hits | AID 651800; in the data active means inhibition above about 19%;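 further: recombinant mutant TCR 2C K166C tagged with TAMRA read by polarization; 0% = receptor in buffer alone and 100% = receptor with positive control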
PRMT1 inh: PRMT1 (human) inhibition, primary screen | recombinant PRMT1, activity-based probe fluorescence polarization | AID 652257 | inhibition, % at 2.79 µM | 370,000 compounds, 1.3% hits;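 active means inhibition above about 21% made by adding two undisclosed values, limit read from the data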
PG9 binder: small molecules binding HIV-1 gp120 antibody PG9. TR-FRET gp120-PG9 antibody binding. inhibition, % at 6.7 µM. 360,000 compounds, 0.43% hits; in the data active means inhibition above about 8.5%
TDP2 inh: TDP2 (human) inhibition, absorbance primary screen; O95551; recombinant TDP2, T5PNP hydrolysis, p-nitrophenol absorbance 415 nm; inhibition, % at 12.8 µM; 370,000 compounds, 0.34% hits; AID 720702;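 active means inhibition above the mean of all tested compounds plus 3 SD, set per campaign, cut at about 25% in these data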;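 further: 0% = DMSO with enzyme and 100% = buffer with substrate but no TDP2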
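Assay system: Recombinant human TDP2 | Quantity: 120 nM TDP2 per well | Incubation: 2 h at 37 °C | Signal: Epi absorbance | Evaluation: Percent inhibition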
rCAG binder: binds r(CAG) RNA repeats | r(CAG) RNA repeat, TO-PRO-1 dye displacement fluorescence | inhibition, % at 3 µM | 370,000 compounds, 1.3% hits | AID 651821;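 active means inhibition above the plate cutoff, the mean of all test compounds on that plate plus 3 SD, cut at about 35% in these data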;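 further: 0% = DMSO alone and 100% = 100 µM mitoxantrone as full dye displacement; higher means more dye released from RNA so lower well fluorescence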
SIAE primary: blocks human sialic acid acetylesterase; 370,000 compounds, 0.69% hits; inhibition, % at 9.66 µM; Q9HAT2; SIAE FP-Rh probe binding, fluorescence polarization;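 active means inhibition above a cutoff: mean of compounds within the control limits plus 3 SD of those, cut at about 17% in these data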;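 further: 0% = plate median of compound wells and 100% = probe without SIAE protein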
Rev-erbA mod: Rev-erb alpha (human) modulation | P20393 | Rev-erbα–FITC-DNA binding, fluorescence polarization, 90 min | activity, % at 10 µM | 370,000 compounds, 0.79% hits;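 active means activity above about 14%, limit read from the data; passing the limit was not always enough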;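 further: 0% = DMSO wells with 35 nM protein and 100% = DMSO wells with 750 nM protein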
Target sequence (P20393 whole entry, looked up): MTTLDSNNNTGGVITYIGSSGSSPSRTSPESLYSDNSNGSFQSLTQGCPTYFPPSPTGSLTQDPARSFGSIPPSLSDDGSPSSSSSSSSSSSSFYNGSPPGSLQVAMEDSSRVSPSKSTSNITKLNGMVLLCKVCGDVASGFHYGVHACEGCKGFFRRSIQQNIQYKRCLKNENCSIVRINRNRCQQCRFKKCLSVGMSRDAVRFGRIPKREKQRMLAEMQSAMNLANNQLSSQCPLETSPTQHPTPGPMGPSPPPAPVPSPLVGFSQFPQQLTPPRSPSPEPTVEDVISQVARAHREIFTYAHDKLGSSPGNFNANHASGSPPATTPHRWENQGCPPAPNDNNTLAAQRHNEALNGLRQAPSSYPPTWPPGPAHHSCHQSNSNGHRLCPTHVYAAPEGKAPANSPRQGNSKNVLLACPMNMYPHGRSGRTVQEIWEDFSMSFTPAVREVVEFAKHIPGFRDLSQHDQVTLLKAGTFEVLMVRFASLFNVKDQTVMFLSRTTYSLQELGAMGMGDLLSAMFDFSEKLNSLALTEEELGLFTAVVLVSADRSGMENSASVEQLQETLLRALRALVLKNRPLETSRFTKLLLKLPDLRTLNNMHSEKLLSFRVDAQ
LEDGF integ inh: blocks HIV-1 LEDGF/p75-dependent DNA integration | inhibition, % at 3.7 µM | TR-FRET IN-LEDGF/p75 DNA integration, Eu/Cy5 | 370,000 compounds, 0.64% hits | AID 743269;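 active means inhibition above the screen-wide mean plus 3 SD, cut at about 13% in these data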;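 further: signal is the Cy5 over europium emission ratio at 671 and 618 nm; 0% = plate median of compound wells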
HTRA1 inhibitor: inhibitors of human serine peptidase HTRA1. Q92743. recombinant HTRA1, FP-rhodamine activity-based probe, fluorescence polarization. inhibition, % at 5.96 µM. 340,000 compounds, 0.5% hits. AID 504803; in the data active means inhibition above about 36%;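 further: 0% = enzyme with DMSO and 100% = wells lacking enzyme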
ABHD4 inh: ABHD4 (mouse) inhibition, primary FP screen; Q8VD66; purified mABHD4, FP-Rh probe fluorescence polarization; inhibition, % at 8.92 µM; 370,000 compounds, 0.54% hits; AID 720543;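 active means inhibition exceeding the mean over every tested compound plus 3 SD, cut at about 30% in these data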;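 further: 0% = plate median of compound wells and 100% = S159A mutant with DMSO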
Target sequence (Q8VD66 whole entry, looked up): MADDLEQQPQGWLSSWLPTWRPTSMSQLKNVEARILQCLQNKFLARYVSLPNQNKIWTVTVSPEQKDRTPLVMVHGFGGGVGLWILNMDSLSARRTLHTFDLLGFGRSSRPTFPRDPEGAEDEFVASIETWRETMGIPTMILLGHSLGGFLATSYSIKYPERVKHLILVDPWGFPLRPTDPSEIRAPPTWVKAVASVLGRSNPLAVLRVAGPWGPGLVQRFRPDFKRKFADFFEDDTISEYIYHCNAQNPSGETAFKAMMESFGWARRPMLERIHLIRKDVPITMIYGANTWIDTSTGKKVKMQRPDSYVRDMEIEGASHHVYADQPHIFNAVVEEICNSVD
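Assay system: mouse ABHD4 enzyme, wild type / Also added: fluorescent activity-based probe FP-Rh / Doses: single nominal dose of 8.92 µM, 0.89% DMSO final / Timing: 45 min compound pre-incubation plus 60 min probe step, 25 °C / Signal: FP readout, ex 525 nm / em 598 nm / Control set: S159A mutant/DMSO as 100%, compound-well median as 0%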
* marks the source's active call; other numbers are inactive results; x = not tested or not shown.

SMILES | TCR-CD3 inh | PRMT1 inh | PG9 binder | TDP2 inh | rCAG binder | SIAE primary | Rev-erbA mod | LEDGF integ inh | HTRA1 inhibitor | ABHD4 inh
Cc1ccc(-c2nc(NC(=O)c3ccc(S(=O)(=O)N(CCC#N)CCC#N)cc3)sc2-c2ccccc2)cc1 | 3 | 1 | -2.0 | -5 | 5 | -10 | 26* | -4 | 4 | 4
Cc1ccc(S(=O)(=O)NCC(c2ccco2)N2CCc3ccccc32)cc1 (configuration not stated) | -1 | 3 | -2.8 | 1 | -3 | 8 | 5 | -5 | -5 | 6
O=C(O)c1ccc(/C=N/Nc2ccc(C(F)(F)F)cn2)cc1 | 2 | -3 | -3.5 | 1 | 4 | 0 | -6 | -3 | -3 | 0
CC1CCCCN1c1cc(C#N)c(C#N)cc1[N+](=O)[O-] (configuration not stated) | 1 | 1 | -1.9 | 4 | -3 | 3 | 4 | -1 | 1 | 1
CC(C)CN(Cc1cc(=O)oc2cc(-c3ccccc3)c(O)cc12)CC(C)C | -7 | 3 | 1.1 | 0 | 16 | 6 | -5 | -1 | -24 | -8
Cn1nnnc1SCC(=O)N1CCOCC1 | -4 | 2 | 0.0 | 6 | -1 | -2 | 2 | -1 | 15 | 3
CCOc1ccccc1NC(=O)CN1C(=O)COc2ccccc21 | 9 | -1 | -0.7 | 3 | -2 | -1 | -4 | 0 | 0 | -5
O=C(NC1(C(F)(F)F)NC(=O)N(C2CCCCC2)C1=O)c1cccs1 (configuration not stated) | 7 | -2 | -2.7 | -10 | -1 | -6 | 3 | 2 | -6 | 3
CCOCCOC(=O)c1cccc(NC(=O)OCC)c1 | -1 | -1 | -0.8 | 2 | 2 | 16 | 0 | -1 | 6 | 3
C=CCN1C(=O)[C@H](CC(=O)NCCCOCCCC)[C@@]2(C(=O)OCC)CCCC=C12 | x | -8 | x | -15 | 8 | -1 | -2 | 7 | x | -1
CCN(CC)S(=O)(=O)c1ccc(C(=O)NCc2n[nH]c(=S)n2-c2ccc(Cl)c(Cl)c2)cc1 | 4 | 28* | 0.6 | 10 | 27 | 7 | 0 | 1 | -5 | -1
CCN1CCN(CC(=O)Nc2ccc(C)c(Br)c2)CC1 | -6 | 6 | 1.1 | 6 | -1 | -5 | -3 | 1 | -5 | 14
COc1ccc(CCn2c(=N)c(S(=O)(=O)c3ccc(C)cc3)cc3c(=O)n4ccccc4nc32)cc1 | 2 | 0 | -0.5 | -4 | 4 | -5 | -1 | 2 | -3 | -18
O=C(CCc1nc2ccccc2c(=O)[nH]1)NNC(=O)c1ccc(Cl)cc1 | 12 | 0 | -1.2 | 5 | 4 | -2 | 2 | 2 | 13 | -2
Cc1ccc(/C=c2\sc3nc(-c4ccccc4Br)nn3c2=O)o1 | 7 | 13 | -0.9 | 2 | 27 | 0 | -18 | 8 | 9 | 8

The final 4 entries of the part before are carried over, then new ones follow:
SMILES | TCR-CD3 inh | PRMT1 inh | PG9 binder | TDP2 inh | rCAG binder | SIAE primary | Rev-erbA mod | LEDGF integ inh | HTRA1 inhibitor | ABHD4 inh
CCN1CCN(CC(=O)Nc2ccc(C)c(Br)c2)CC1 | -6 | 6 | 1.1 | 6 | -1 | -5 | -3 | 1 | -5 | 14
COc1ccc(CCn2c(=N)c(S(=O)(=O)c3ccc(C)cc3)cc3c(=O)n4ccccc4nc32)cc1 | 2 | 0 | -0.5 | -4 | 4 | -5 | -1 | 2 | -3 | -18
O=C(CCc1nc2ccccc2c(=O)[nH]1)NNC(=O)c1ccc(Cl)cc1 | 12 | 0 | -1.2 | 5 | 4 | -2 | 2 | 2 | 13 | -2
Cc1ccc(/C=c2\sc3nc(-c4ccccc4Br)nn3c2=O)o1 | 7 | 13 | -0.9 | 2 | 27 | 0 | -18 | 8 | 9 | 8
COCCn1c(CN2CCN(c3ccc(OC)cc3)CC2)nc2c1c(=O)n(C)c(=O)n2C | 9 | -3 | -2.5 | -1 | -8 | -2 | 9 | -1 | -2 | -5
COc1cccc(NC(=O)Cn2cc(C#N)c3ccccc32)c1 | -5 | -2 | -1.4 | -3 | 4 | -5 | -4 | 1 | -23 | -3
S=C(NCc1ccco1)N1CCN(c2nc(-c3ccc(Cl)cc3)cs2)CC1 | 4 | -1 | -0.2 | 4 | 4 | 6 | -6 | 4 | -29 | -14
Cc1onc(-c2c(F)cccc2Cl)c1C(=O)NCC1COc2ccccc2O1 (configuration not stated) | -1 | -1 | 0.7 | 5 | -3 | 0 | 1 | -2 | -4 | 1
COC(=O)C(Cc1ccc(OC(=O)c2ccccc2Cl)cc1)N1Cc2ccccc2C1=O (configuration not stated) | 3 | 1 | -2.8 | 4 | -5 | -15 | -2 | 1 | -41 | -18
O=C(NCc1ccc(Cl)cc1)C(=O)NCC1OCCN1S(=O)(=O)c1cc(F)ccc1F (configuration not stated) | 0 | 0 | -1.9 | 6 | -2 | -1 | 4 | 1 | -6 | 4
CC1(C(=O)Nc2ccccc2F)CCN1C(=O)Cc1cc(F)ccc1F (configuration not stated) | -7 | 3 | 0.0 | 18 | -1 | 0 | -1 | -5 | x | 3
CCOC(=O)c1nn(-c2ccc3c(c2)OCO3)cc1O | -4 | 4 | 0.0 | -2 | 7 | 5 | -6 | -5 | 3 | -3
COc1ccc2c(c1)C(c1ccc(N3CCOCC3)cc1)=NNC(c1cccnc1)=N2 | 4 | 5 | -2.6 | -16 | 12 | 4 | -1 | -6 | 5 | -6
Cc1nc(N/N=C/c2cccnc2)cc(N2CCOCC2)n1 | -2 | 5 | 1.2 | -6 | 1 | -1 | 1 | 3 | 1 | -4
COc1ccc(C(=O)NCCS(=O)(=O)NCc2cccs2)cc1 | 2 | 4 | 0.5 | 5 | -4 | 0 | 4 | -2 | 2 | 2
COc1ccc(-c2nn(C)c(=O)c3ccccc23)cc1CNC(=O)C1CCCCC1 | 2 | -1 | -1.9 | -5 | -6 | -3 | -3 | 0 | -8 | -5
CCOCCn1c(-c2ccc(OC)cc2)nc2ccccc21 | 9 | -4 | -1.5 | 9 | 0 | 0 | -5 | 3 | -1 | -2
O=C(Oc1ccccc1F)C1CCN(C(=O)c2ccc(F)cc2)CC1 | 12 | -5 | 2.0 | 0 | -6 | -7 | -4 | 0 | 5 | 0
CC(C)(C)C(=O)Nc1ccnn1C1CCN(C(=O)c2cccc(Cl)c2)CC1 | 3 | 0 | 0.8 | -5 | -1 | 3 | -1 | 4 | 3 | 4
COc1cc(/C(C)=N/NC(=S)NC(C)C)cc(OC)c1OC | -2 | 2 | -3.1 | -2 | -4 | 16 | -2 | 6 | 3 | -2
Cc1ccc(Cc2c(-c3ccc(F)cc3)nc3c(Cl)cc(C(F)(F)F)cn23)cc1 | 2 | -3 | -1.6 | 1 | 28 | -14 | -2 | 7 | x | -28
Cc1nn(Cc2ccc(Cl)cc2)c(C)c1NC(=O)C(c1ccccc1)c1ccccc1 | -4 | -5 | -1.4 | 0 | -2 | -3 | -4 | 2 | -28 | 3
O=C(CN1C(=O)CSc2ccc(S(=O)(=O)N3CCCCCC3)cc21)NCCc1ccccc1 | 7 | 0 | -1.9 | -3 | 5 | 1 | 4 | -3 | -17 | -2
CN(CCNC(=O)c1ccc(N2CCCC2=O)cc1)CCc1ccccc1 | 4 | -4 | -0.2 | 5 | -1 | 3 | -7 | -4 | 0 | -1
COc1ccc(OC)c(NC(=O)CC2SC(=N)N(c3ccccc3)C2=O)c1 (configuration not stated) | 4 | 3 | -1.6 | 10 | 0 | 2 | 0 | 1 | 5 | 3
Cc1ccc(NC(=O)CCNS(=O)(=O)c2cccc3nsnc23)cc1 | -6 | -2 | -0.4 | 8 | -1 | -1 | -4 | -4 | 1 | -2
Cc1nn(C)c2c1NC(=O)CS2 | -2 | 1 | 1.3 | 11 | 0 | 8 | 5 | 1 | -1 | 6
COc1ccc(C(=O)C2CCCCC2=O)cc1 (configuration not stated) | 6 | 0 | -1.9 | -5 | 2 | 2 | 2 | -1 | -4 | -2
COc1cccc(OCc2cc(C(=O)N3CCN(c4ccccc4O)CC3)no2)c1 | 6 | -3 | 0.4 | 4 | -1 | 5 | 6 | -2 | -8 | -5
CCOC(=O)C(C(=O)OCC)C(=O)c1cc(OC)c(OC)c(OC)c1 | -7 | 0 | 2.8 | -2 | 2 | 8 | 2 | 3 | 13 | 4
NC(=O)c1ccc(NC(=O)COC(=O)CCCc2c[nH]c3ccccc23)cc1 | -4 | -1 | 2.2 | 4 | 7 | -7 | 3 | 3 | -5 | -5
COc1ccc(NC(=O)c2ccc3c(SCC(=O)O)c4c(nc3c2)CCCC4)c(OC)c1 | -2 | 3 | 0.8 | 3 | 31 | -6 | 2 | -4 | -25 | 13
COc1ccc(-c2nc(CN(Cc3cnn(C)c3)C(C)C)c(C)o2)c(OC)c1 | 0 | 1 | -0.5 | 5 | -3 | -4 | 2 | 2 | -2 | -4
CC(=O)Nc1ccc2oc(-c3cc(F)c(F)cc3Cl)nc2c1 | -9 | 1 | 0.4 | -9 | 2 | 2 | 3 | -1 | -15 | 4
CC(Nc1nc(=S)nc(Nc2ccc(F)cc2)[nH]1)c1ccccc1 (configuration not stated) | -2 | 5 | 1.9 | -3 | 68* | -20 | -1 | 5 | -6 | -8
Oc1cccc(/C=N/Nc2ncnc3c2ncn3Cc2ccccc2)c1 | -8 | 4 | 0.9 | 0 | 4 | 8 | 3 | -2 | 1 | 6
CCOC(=O)C1C(c2ccc(O)c(OC)c2)NC(=S)NC1(O)C(F)(F)F (configuration not stated) | 3 | -1 | 0.7 | 5 | -3 | 5 | -2 | 2 | 3 | -1
Cc1onc(-c2ccccc2)c1C(O)c1ccc(F)cc1 (configuration not stated) | -2 | -5 | -0.7 | -5 | -2 | 9 | 1 | 2 | -1 | 3
O=c1[nH]cnc2c1ncn2[C@@H]1O[C@H](CO)[C@@H](O)[C@H]1O | -2 | 3 | -1.0 | 4 | -1 | -2 | -4 | 2 | 2 | 11
Cc1ccc(C(=O)NC2CCCCN(C)C2=O)c(C)c1 (configuration not stated) | -2 | -2 | -0.6 | 3 | 1 | -1 | 0 | -2 | x | -2
C/C(CC(=O)NC1CCCCC1)=N\NC(=O)Cc1ccc(-c2ccccc2)cc1 | 4 | 3 | 0.1 | 6 | 2 | -3 | 4 | -4 | -8 | 2
CCN(CC)S(=O)(=O)c1ccc(N2CCN(C)CC2)c(NC(=O)CN2C(=O)NC3(CCCCC3)C2=O)c1 | -1 | -4 | 0.6 | -2 | 2 | -5 | -7 | -2 | -3 | -3
CCOC(=O)CCn1c(=O)c2c(nc(Br)n2Cc2ccccc2)n(C)c1=O | -6 | -1 | 0.3 | 6 | -1 | -7 | 1 | 0 | -2 | 1
Cc1c(Cc2ccccc2)[n+](=O)c2ccccc2n1[O-] | -2 | 2 | -0.3 | 4 | 0 | 10 | 0 | -2 | 2 | -1
O=C(NNS(=O)(=O)c1ccccc1C(F)(F)F)c1cccc(S(=O)(=O)Nc2ccccc2Cl)c1 | 9 | 1 | -2.4 | -3 | 24 | -11 | -1 | -3 | 0 | -5

Screening data (PubChem)

Some of the compounds tested, so the mix of outcomes need not match the whole.
